Bioassay records deposited in PubChem BioAssay by National Center for Advancing Translational Sciences (NCATS).
LmPK inh: qHTS Assay for Inhibitors of Leishmania Mexicana Pyruvate Kinase (LmPK) | Q27686 | purified LmPK, Kinase-Glo ATP luminescence, 1 h | Potency, µM (series often up to 57.5 µM), for inactives: at the top dose activity change, negative = inhibition, usual class: inhibitors | hit rate 0.37% among 290,000
Target sequence (Q27686 whole entry, looked up): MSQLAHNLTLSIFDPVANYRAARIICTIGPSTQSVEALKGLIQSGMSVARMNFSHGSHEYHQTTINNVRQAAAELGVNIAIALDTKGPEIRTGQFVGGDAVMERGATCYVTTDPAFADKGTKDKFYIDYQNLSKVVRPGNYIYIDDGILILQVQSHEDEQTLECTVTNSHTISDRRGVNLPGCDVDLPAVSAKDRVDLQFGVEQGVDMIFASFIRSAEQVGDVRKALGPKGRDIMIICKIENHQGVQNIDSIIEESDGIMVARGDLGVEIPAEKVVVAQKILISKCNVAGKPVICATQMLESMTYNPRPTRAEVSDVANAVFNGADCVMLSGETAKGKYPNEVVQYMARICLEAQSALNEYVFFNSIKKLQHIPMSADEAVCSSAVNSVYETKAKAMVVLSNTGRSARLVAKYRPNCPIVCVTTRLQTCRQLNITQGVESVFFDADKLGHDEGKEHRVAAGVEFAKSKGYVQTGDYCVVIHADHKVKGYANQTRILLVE
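In 50 mM imidazole pH 7.2 with 7 mM MgCl2, LmPK (0.1 nM) turned over PEP (0.5 mM) and ADP (0.1 mM) for 1 h at room temperature. Luciferase read-out of ATP.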
Pf growth 48h: Primary qHTS for delayed death inhibitors of the malarial parasite plastid, 48 hour incubation; P. falciparum luciferase growth in erythrocytes, 48 h; Potency, µM (highest dose often 28.7 µM), inactives show at the top dose activity change, negative = inhibition, most hits filed as inhibitors; hit rate 5.9% among 310,000
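Cell-based growth assay: transgenic P. falciparum expressing firefly luciferase, cultured in red cells within RPMI 1640 containing 0.5% w/v Albumax, 24 mM bicarbonate and gentamycin. A drop in luciferase activity indicates inhibition.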
TbPYK inhibitor: qHTS of Trypanosoma Brucei Inhibitors. pyruvate kinase (Trypanosoma brucei), Q57TT1. TbPYK enzyme, Kinase-Glo Plus ATP luminescence, 45 min. Potency, µM (series often up to 76.8 µM), for inactives: at the top dose activity, negative = inhibition, usual class: inhibitors. hit rate 0.12% among 410,000. AID 624173, 2012; further: nearly all actives have a fitted effect of over 50% in size
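T. brucei PYK with substrate was exposed to pin-transferred compounds across a concentration series, then started with 130 uM ADP (final). After 45 min at room temperature, Kinase-Glo Plus luminescence was read, normalized and curve-fitted.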
Sm TGR inh: qHTS Assay for the Inhibitors of Schistosoma Mansoni Peroxiredoxins; purified TGR, DTNB reduction, TNB absorbance 405 nm; Schistosoma mansoni thioredoxin glutathione reductase (TGR), Q962Y6; hit rate 3% among 360,000; Potency, µM (doses to about 114 µM), without a hit: top-dose activity change, negative = inhibition, hits mostly inhibitors; further: nearly all actives have a fitted effect of over 60% in size
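TGR 20 nM + NADPH 100 uM (dispensed conc.), cpd preinc 15 min RT; start with NADPH (500 uM addition) then DTNB (15 mM addition). Kinetic TNB absorbance, 405 nm filter. Four-parameter Hill fit across titration.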
HCV inh: qHTS Assay for Inhibitors of Hepatitis C Virus (HCV) | Huh7.5.1 HCVcc-Cre infection, luciferase reporter, 44 h | Potency, µM (titrated, usually from 41.8 µM), without a hit: at the highest dose activity change, negative = inhibition, most hits filed as inhibitors | hit rate 3.4% among 340,000
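1,000 cells/well; 4 h culture; + compound; + HCVcc-Cre (~0.5 moi); 44 h; luciferase substrate, RT 15 min; read 15 sec.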
Pf growth 96h: Primary qHTS for delayed death inhibitors of the malarial parasite plastid, 96 hour incubation | AID 504834, 2011 | hit rate 6.9% among 320,000 | Potency, µM (series often up to 28.7 µM), without a hit: at the highest dose activity change, negative = inhibition, usual class: inhibitors | P. falciparum luciferase reporter growth, 96 h
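Plates of compound plus infected erythrocytes (2% hematocrit, 0.05% parasitemia final) incubate 96 hours, 37 C, 5% CO2. Detection reagent added; reduced luminescence from the parasites' luciferase reporter flags inhibition.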
* = called active by the depositor; u = inconclusive; x = not tested or not shown; & = joins results of further samples; [ ] = dose if it differs, or a comment. The call rests on the fitted dose curve; in most records, active means well fitted curve in the direction sought with a large enough effect; inconclusive means small, poorly fitted or top-dose-only effect, or another doubt; inactive means no such curve, though single readings can be large; an effect the other way counts as inactive or inconclusive. On the % scale 0 is the no-effect control and ±100 the full control effect; potency means the concentration at half of the fitted maximal effect.

SMILES	LmPK inh	Pf growth 48h	TbPYK inhibitor	Sm TGR inh	HCV inh	Pf growth 96h
S=c1[nH]nc(COc2ccccc2)n1/N=C/c1cccnc1	0%	-6%	u	-3%	22%	18%
O=C1C=C(c2ccc3cc[nH]c3c2)C[C@@H](c2ccc3c(c2)OCO3)C1	x	u	-1%	-8%	u	u
CN(c1ccc(C(=O)Nc2cccnc2)cc1)S(C)(=O)=O	-1%	22%	-11%	0%	9%	49%[activator]
COC(=O)C1=C(C)N(Cc2ccccc2)C(=O)N[C@H]1c1ccc(Br)cc1	-1%[11.5 µM]	u	5%	1%	u	u
CCOc1cc(/C=C2\SC(=N)N(c3nonc3N)C2=O)ccc1OCCN1CCOCC1	-13%	1.3µM*	-7%	1%	15%	u
O=C(CC1NCCc2ccccc21)Nc1ccc(Oc2ccccc2)cc1 (stereo unspecified)	-9%	352%[activator]	4%	0%	11µM*	u
COc1ccc(/C=N/NC(=O)CNC(=O)c2ccc(S(=O)(=O)N3CCOCC3)cc2)cc1OC	3%	11%	-2%	-14%	-10%	46%[activator]
CC(=O)N1CCN(S(=O)(=O)c2cccc(C(=O)NNC(=O)COc3ccc(F)cc3)c2)CC1	x	-1%	1%	-9%	-1%	3%
CC(=O)O[C@H]1C[C@@]2(C)[C@@H](C[C@@H](O)[C@H]3[C@@]4(C)CC[C@@H](O)[C@@H](C)C4CC[C@@]32C)/C1=C(\CCC=C(C)C)C(=O)O (stereo partly specified)	1%	u	1%	7%	-15%	u
CCOc1ccc(S(=O)(=O)Oc2ccc3ccccc3c2)cc1	-2%	45%[activator]	1%	1%	-22%	-2%
Cc1cccc(OCC(=O)NNC(=O)CCCCC(=O)NNC(=O)COc2cccc(C)c2)c1	2%	19%	9%	-3%	-12%	u
CCN(CC)CCCNC(=O)CCC(=O)NNc1nc2ccccc2c2nc(C)nn12	-9%	6%	-5%&-21%	3%&7%	3%	-23%

As a short view, 4 of the compounds above:
SMILES	LmPK inh	Pf growth 48h	TbPYK inhibitor	Sm TGR inh	HCV inh	Pf growth 96h
S=c1[nH]nc(COc2ccccc2)n1/N=C/c1cccnc1	0%	-6%	u	-3%	22%	18%
O=C1C=C(c2ccc3cc[nH]c3c2)C[C@@H](c2ccc3c(c2)OCO3)C1	x	u	-1%	-8%	u	u
CN(c1ccc(C(=O)Nc2cccnc2)cc1)S(C)(=O)=O	-1%	22%	-11%	0%	9%	49%[activator]
COC(=O)C1=C(C)N(Cc2ccccc2)C(=O)N[C@H]1c1ccc(Br)cc1	-1%[11.5 µM]	u	5%	1%	u	u

Remaining list, next part
SMILES	LmPK inh	Pf growth 48h	TbPYK inhibitor	Sm TGR inh	HCV inh	Pf growth 96h
O=C(CSc1nnc(NCc2ccccc2)s1)c1ccco1	-7%	-16%	-11%	0%	4%	u
Cc1ccccc1-c1nc(CS(=O)CC(=O)NCc2ccccn2)c(C)o1 (stereo unspecified)	-1%	-2%	-6%	u	8%	-10%
C/C(N)=C(/C#N)C(=O)COC(=O)c1cc2c(s1)CCC(C)C2 (stereo unspecified)	9%	44%[activator]	-20%	-15%	-10%	71%[activator]
Cc1ccc(C)c(N2CCN(C(=O)c3ccc(CS(=O)Cc4ccc(Cl)cc4)o3)CC2)c1 (stereo unspecified)	4%	19%	0%	u	u	33%[activator]
CN1CCC(N(C)S(=O)(=O)c2ccc(Cl)cc2)CC1	-1%	-19%	2%	-1%	13%	3%
CC(C)Oc1ccc(C(=O)Nc2nnc(SCC(=O)N3CCOCC3)s2)cc1	-16%	u	-3%	-4%	3%	-36%
COc1cc2ccccc2cc1C(=O)Nc1ccccc1N1CCCC1	x	u	-5%	12%	u	u
COC(=O)c1c(NC(=O)CN2CCC(C)CC2)c2c(C)cccc2n1C	4%	x	x	u	x	u
COC(=O)c1ccc(C2c3c(oc4cc(C)c(C)cc4c3=O)C(=O)N2CCCN(C)C)cc1 (stereo unspecified)	-2%	5.2µM*	x	u	x	32%[activator]
c1cc2c(nn1)CCc1nonc1-2	-4%	18%	-6%	0%	-2%	39%[activator]
CCN(CC)c1ccc(C=C2C(=O)NC(=S)NC2=O)cc1	-18%	-15%	u	16µM*	u	31%[activator]
FC(F)(F)c1cnc(NNC(=S)Nc2ccccc2Cl)c(Cl)c1	-8%	u	2%	1%	u	u
COC(=O)c1cc(NC(=O)c2cccc(C(F)(F)F)c2)c(=O)oc1C	11%	0%	1%	u	-8%	35%[activator]
Cc1ccc(C(=O)O)cc1NC(=S)NC(=O)C(c1ccccc1)c1ccccc1	-5%	0%	-6%	56µM*	7%	u
CCCCn1c(N)c(N(Cc2ccccc2OC)C(=O)CN2C(=O)NC3(CCCC3)C2=O)c(=O)[nH]c1=O	x	26%	-2%	56µM*	18%	35%[activator]
O=C(CNC(=O)c1ccccc1Cl)Nc1ccc(F)cc1	-6%	28%	8%	-8%	u	u
N#Cc1nc(-c2ccc(OCc3ccccc3)cc2)oc1N1CCC(C(N)=O)CC1	1%	u	3%	12%	u	u
O=C(COc1ccccc1)NNC(=O)c1cc2ccccc2oc1=O	-8%	-84%	-7%	-2%	3%	47%[activator]
COc1ccccc1NC(=O)CSc1nccn1Cc1ccc(F)cc1	-3%	0%	1%	-6%	x	0%
Cc1ccc(S(=O)(=O)NCCCCCC(=O)NCCc2ccccc2)cc1	-5%	-11%	1%	27%	19%	19%
CCN(CC(=O)Nc1c(F)cccc1F)C(=O)CCNC(=O)c1ccco1	x	u	2%	-17%	20%	14%
CCn1c(C)cc(=O)cc1-c1ccc(Cl)cc1	-4%	-13%	-1%	7%	7%	-8%
CC(C)(C)C(=O)Nc1cccc(C(=O)Nc2cc(C(=O)O)cc(C(=O)O)c2)c1	-2%	6%	3%	3%	27%	-10%
O=C(Nc1ccc(S(=O)(=O)Nc2nccs2)cc1)c1cccc(S(=O)(=O)N2CCOCC2)c1	4%	u	0%	-4%	6%	12µM*

Quoted at random: five compounds from above.
SMILES	LmPK inh	Pf growth 48h	TbPYK inhibitor	Sm TGR inh	HCV inh	Pf growth 96h
Cc1ccc(S(=O)(=O)NCCCCCC(=O)NCCc2ccccc2)cc1	-5%	-11%	1%	27%	19%	19%
CCn1c(C)cc(=O)cc1-c1ccc(Cl)cc1	-4%	-13%	-1%	7%	7%	-8%
O=C(Nc1ccc(S(=O)(=O)Nc2nccs2)cc1)c1cccc(S(=O)(=O)N2CCOCC2)c1	4%	u	0%	-4%	6%	12µM*
CC(C)(C)C(=O)Nc1cccc(C(=O)Nc2cc(C(=O)O)cc(C(=O)O)c2)c1	-2%	6%	3%	3%	27%	-10%
COc1ccccc1NC(=O)CSc1nccn1Cc1ccc(F)cc1	-3%	0%	1%	-6%	x	0%

(continued)
SMILES	LmPK inh	Pf growth 48h	TbPYK inhibitor	Sm TGR inh	HCV inh	Pf growth 96h
COC(=O)C1=C(c2ccc(-c3ccccc3)c(F)c2)C[C@@H]2CC[C@H]1N2C(=O)NCCCOC(C)C	x	u	5%	3%	u	u
O=C(COC(=O)c1ccncc1)Nc1cccc(Cl)c1	2%	-35%	6%	4%	16%	0%
Nc1ccccc1-c1nc2ccccc2c(=O)o1	-8%	-7%	0%	6%	10%	u
COc1ccccc1NC(=O)/C(C#N)=C/c1ccc(OCCN2CCOCC2)c(OC)c1	-6%	8%	5%	0%	1%	3%
CC1NCCC2(O)CCCCC12 (stereo unspecified)	3%	24%	4%	4%	16%	17%
Cc1[nH]c(=O)[nH]c(=O)c1S(=O)(=O)N1CCCC(C(=O)NCCc2ccccc2)C1 (stereo unspecified)	5%	9%	-7%	2%	6%	-1%
S=c1nc(-c2ccccc2)n(CCCN2CCOCC2)c2c1CCCC2	-2%	3%	2%	u	-6%	x
Cc1ccc(C(C)C)cc1OCCOCCN1CCCC1	1%	x	3%	4%	-10%	13%
O=C(c1cnccn1)N(Cc1ccco1)C1(C(=O)NC2CCCCC2)CCCCC1	5%	x	0%	-30%	u	u
C[C@@H](C(=O)N[C@@H](Cc1c[nH]c2ccccc12)C(=O)O)n1nnc2ccccc2c1=O	-2%	-5%	-10%	-1%	1%	u
CCOC(=O)C1CCN(c2ncnc3nc[nH]c23)CC1	-2%	u	1%	-10%	-5%	u
O=C(CC1CCCC1)Nc1ccc2c(c1)CCC2	0%	104%[activator]	3%	4%	2%	117%[activator]
N=c1c2c3c(sc2ncn1N)CCC3	-5%	43%	-1%	1%	1%	15%
COc1ccc(C2/C(=C(/O)c3ccc(Cl)cc3)C(=O)C(=O)N2CCN2CCOCC2)c(OC)c1 (stereo unspecified)	4%	-4%	-1%	-44%	23%	0%
O=C(O)CCCCCN=Cc1c(O)c2ccccc2oc1=O	-5%	3%	-7%	7%	0%	60%[activator]
COc1ccc(C(=O)NNC(=O)CCn2nnc(-c3ccc(Cl)cc3)n2)cc1OC	-3%	2%	4%	x	10%	9%
COC(=O)CC(NS(=O)(=O)c1cccs1)c1ccc2c(c1)OCO2 (stereo unspecified)	-8%	-13%	-3%	-6%	-2%	19%
COc1ccc(-c2cc(-c3ccccc3O)[nH]n2)cc1OC	-5%	35%[activator]	0%	-1%	u	-26%
O=C(NCc1csc(-c2cccs2)n1)C1CC1	-1%	56%[activator]	-17%	-2%	4%	89%[activator]
COc1ccc(NC(=O)[C@@]2(CC(=O)O)CC(/C=C/c3ccccc3)=NO2)cc1	4%	21%	5%	-21%	-8%	27%
O=C(O)CCc1ccc(S(=O)(=O)Nc2ccccc2C(=O)NCCc2ccccc2)cc1	1%	135%[activator]	-4%	-17%	9%	169%[activator]
CC(=O)c1cc(C(=O)N2CCc3c([nH]c4ccccc34)C2CC(C)C)[nH]n1 (stereo unspecified)	5%	u	2%	-20%	4%	9.3µM*
COc1ccc(N2CCC(CNC(=S)Nc3cc(C)ccc3C)C2)cc1 (stereo unspecified)	5%	u	-14%	-19%	u	u
COc1ccc2nc(NS(=O)(=O)c3ccc(NC(C)=O)cc3)sc2c1	1%	6%	-9%	0%	0%	127%[activator]
CCOc1cccc(/C=N/NC(=S)Nc2ccccc2[N+](=O)[O-])c1O	2%	-50%	-2%	-19%	-12%	u
Cc1cc(O)cc(O)c1-c1onc(C(F)(F)F)c1-c1cscn1	-5%	3%	-5%	4%	u	56%[activator]
CCN(CC1CCCN(CCc2cccc(OC)c2)C1)C(=O)c1ccoc1C (stereo unspecified)	-7%	0%	-8%	-22%	-9%	13%
CCCN(CCC)CCNC(=O)c1cc2c(-c3ccccc3F)nn(C)c2s1	-9%	3.3µM*	8%&2%	-9%&-8%	u	1%
COc1ccc(NC(=O)CSc2nnc(Cc3ccccc3)c(=O)n2N)cc1	x	-26%	5%	-1%	-25%	0%
COc1ccc(C(=O)Cn2c(NCCO)nc3ccccc32)cc1OC	5%	-11%	-13%	-6%	-8%	-22%
CCOC(=O)Cc1cnc(NC(=O)CSc2nc(N)cc(N)n2)s1	-2%	7%	4%	2%	-28%	6%
COc1ccc(NC(=O)COc2ccccc2Cl)cc1S(=O)(=O)N1CCCCC1	x	12µM*	-7%	-1%	10µM*	10µM*
CC(OC(=O)Cn1cnc2c1c(=O)n(C)c(=O)n2C)C(=O)NC(C)c1ccc(Cl)cc1Cl (stereo unspecified)	x	u	-7%	6%	-18%	45%[activator]
O=C(NN1CCOCC1)c1cnn2c(C(F)F)cc(-c3ccccc3)nc12	5%	37%[1.15 µM]	-3%	-2%	-2%	56%[1.15 µM]
CCn1c(CSCc2ccc(F)cc2)nnc1SCC(=O)N1CCN(c2ccccc2)CC1	1%	x	-11%	-9%	u	u
